# Fluorescein fluor: compound fluoresces in the fluorescein spectral region. max fluorescein-equivalent concentration, M. 59,000 tested, 0.91% active. Compound autofluorescence, 480/540 nm, fluorescein-equivalent; hits give high values. AID 593; in the data active means max fluorescein-equivalent concentration above about 10 nM; inconclusive means between about 1.1 nM and that limit
#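 Fluorescein stocks ranging 3 mM down to 300 nM, plus DMSO blanks, were pinned alongside compounds to build a per-plate standard curve. Buffer: 100 mM Tris, pH 8.0. Incubation 15 min, room temperature; filters 480/540 nm.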
# TexasRed autofl: compound fluoresces in the Texas Red spectral region. 59,000 tested, 0.06% active. Compound fluorescence, Texas Red channel, 547/618 nm; hits give high values. max dye-equivalent concentration, M; in the data active means max dye-equivalent concentration above about 10 nM; inconclusive means between about 1.1 nM and that limit
#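 Dye-equivalent concentrations come from scaling compound signal (ex 547, em 618 nm) to six Texas Red standard concentrations run on every plate, after 15 min room-temperature incubation in pH 8.0 Tris (100 mM).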
# Caspase-7 inhib: caspase-7 (human) inhibition, allosteric or competitive. recombinant caspase-7, Ac-DEVD-AFC fluorescence rate. P55210. Potency, µM (series often up to 57.5 µM), for the others: at the top dose activity change, negative = inhibition, actives largely listed as inhibitors. 75,000 tested, 0.02% active; active means well fitted inhibition curve with a large enough effect in the main read-out, with a control signal flat, not every such curve was filed as active; inconclusive means small, poorly fitted or top-dose-only effect, or a change in a side signal; further: potency means the concentration at half of the fitted maximal effect; % of control where 0% means no effect
# Target sequence (P55210 24-198 limits assumed): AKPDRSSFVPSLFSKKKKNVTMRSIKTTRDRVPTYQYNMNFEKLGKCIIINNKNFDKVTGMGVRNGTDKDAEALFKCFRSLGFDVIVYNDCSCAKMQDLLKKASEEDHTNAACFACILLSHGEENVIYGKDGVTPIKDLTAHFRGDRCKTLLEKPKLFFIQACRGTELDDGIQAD
# Target sequence (P55210 207-303 limits assumed): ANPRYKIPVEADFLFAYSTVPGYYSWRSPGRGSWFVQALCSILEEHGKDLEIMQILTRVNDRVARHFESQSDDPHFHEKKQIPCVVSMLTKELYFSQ
# ERK AVP block: inhibitors of vasopressin-stimulated ERK signaling pathway. HEK293-V1b, vasopressin-stimulated pERK AlphaScreen. Potency, µM (series often up to 57.5 µM), for the others: top-dose activity, negative = inhibition, most hits filed as inhibitors. 72,000 tested, 0.99% active. AID 995; further: potency means the concentration at half of the fitted maximal effect; on the % scale 0 is the no-effect control and ±100 the full control effect; nearly all actives have a fitted effect of over 55% in size
#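 HEK293 cells stably expressing V1b receptor, preincubated 30 min at 37 °C with compound, then stimulated 5 min with 25 nM vasopressin. Phospho-ERK by AlphaScreen SureFire after 5 h RT; normalized to DMSO and vasopressin; AC50 by Hill fit.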
# Casp1 inh: caspase-1 (human) inhibition, allosteric or competitive; AID 900; Caspase-1 enzyme, Ac-WEHD-AFC fluorogenic rate; P29466; 75,000 tested, 0.03% active; Potency, µM (series often up to 57.5 µM), for inactives: top-dose activity change, negative = inhibition, most hits filed as inhibitors;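 further: potency means the concentration at half of the fitted maximal effect; plate controls were vehicle for no effect and no substrate for full effect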
# HEK293 cAMP ctrl: counter-screen for TSHR agonists: cAMP increase in parental HEK293 | parental HEK293 CNG cAMP sensor, membrane potential fluorescence | Potency, µM (highest dose often 57.1 µM), inactives show at the highest dose activation, actives largely listed as activators | 73,000 tested, 2.5% active | AID 938; further: potency means the concentration at half of the fitted maximal effect; % of control where 0% means no effect; nearly all actives have a fitted effect of over 55% in size
#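 Counterscreen for endogenous-receptor signalling: CNG-channel HEK 293 cells report cAMP rise by membrane depolarization. After 60 min dye equilibration with 100 uM RO 20-1724, compounds incubated 30 min before bottom-read fluorescence at 590 nm.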
# Rhodamine autofl: rhodamine region autofluorescence; 59,000 tested, 0.05% active; max dye-equivalent concentration, M; Rhodamine-region fluorescence, 547/598 nm, Tris buffer; hits give high values; in the data active means max dye-equivalent concentration above about 11 nM; inconclusive means between about 1.1 nM and that limit
#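 A six-point rhodamine series on each plate calibrates the signal. Compounds sit in 100 mM Tris (pH 8.0) for 15 min at ambient temperature before imaging through 547 nm/598 nm filters.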
# Tau filament bind: binds recombinant human tau filaments; 71,000 tested, 2% active; P10636; AID 596; recombinant tau filaments, thioflavin S fluorescence, 15 h; filaments grown with octadecylsulfate alongside compound; Potency, µM (doses to about 57.1 µM), for the others: at the top dose activity change, negative = inhibition;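 further: potency means the concentration at half of the fitted maximal effect; on the % scale 0 is the no-effect control and ±100 the full control effect; actives lower thioflavin S fluorescence by blocking filaments or displacing dye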
#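 Recombinant tau protein (human, 1 uM final) plus 30 uM ODS in HEPES pH 7.4 with NaCl, DTT and thioflavine S. Compound present from the start; fluorescence at 510 nm after 15 h, 37 C.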
# A350 fluor: compounds fluorescent in Alexa 350 spectral region; Compound autofluorescence, 340/450 nm, Alexa 350 dye-equivalents; hits give high values; max dye-equivalent concentration, M; 59,000 tested, 11% active; in the data active means max dye-equivalent concentration above about 10 nM; inconclusive means mostly about 1.1 nM to 9.6 nM
# FLuc inh: blocks Photinus pyralis firefly luciferase activity; purified firefly luciferase, luminescence, 8 min; Potency, µM (top dose mostly 57.1 µM), for inactives: at the top dose activity change, negative = inhibition, most hits filed as inhibitors; 72,000 tested, 2.2% active; AID 411; further: potency means the concentration at half of the fitted maximal effect; on the % scale 0 is the no-effect control and ±100 the full control effect; nearly all actives have a fitted effect of over 40% in size
# Target sequence (P08659 whole entry, looked up): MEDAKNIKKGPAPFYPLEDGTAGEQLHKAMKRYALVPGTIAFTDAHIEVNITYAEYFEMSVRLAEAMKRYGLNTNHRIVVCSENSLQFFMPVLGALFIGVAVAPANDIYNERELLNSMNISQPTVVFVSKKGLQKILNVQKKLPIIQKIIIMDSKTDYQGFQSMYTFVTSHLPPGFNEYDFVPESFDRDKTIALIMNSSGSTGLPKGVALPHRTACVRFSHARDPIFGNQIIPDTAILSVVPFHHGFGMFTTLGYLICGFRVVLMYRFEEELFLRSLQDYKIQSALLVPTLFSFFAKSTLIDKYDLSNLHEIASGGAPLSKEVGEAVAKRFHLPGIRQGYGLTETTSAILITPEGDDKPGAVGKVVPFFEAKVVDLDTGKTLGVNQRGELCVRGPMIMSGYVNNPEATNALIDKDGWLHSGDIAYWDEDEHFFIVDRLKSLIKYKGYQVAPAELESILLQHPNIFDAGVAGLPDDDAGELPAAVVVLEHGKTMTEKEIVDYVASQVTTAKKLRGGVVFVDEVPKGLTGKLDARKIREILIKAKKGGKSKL
#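 Titration-based qHTS; buffer 50 mM imidazole pH 7.2, 50 mM KCl, 7 mM MgCl2, 10 uM ATP, 0.01% Tween 20, 0.05% BSA; luciferase/luciferin detector mix added after compound; 8 min, ambient; luminescence.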
# 4-MU autofl: 4-MU region autofluorescence. max dye-equivalent concentration, M. 59,000 tested, 11% active. compound autofluorescence, 340/450 nm, 4-MU equivalents; hits give high values; in the data active means max dye-equivalent concentration above about 10 nM; inconclusive means mostly about 1.1 nM to 9.6 nM
#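 Compounds in 100 mM Tris, pH 8.0, sat 15 min at room temperature before fluorescence was read at 340 nm excitation/450 nm emission; a per-plate six-point 4-MU standard curve converted signals to dye-equivalent concentration at each compound concentration.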
# The depositor's hits bear a star; i = inactive; ? = inconclusive; nt = not tested or not shown; [ ] = another dose, or the depositor's remark. Unless noted, the call rests on the fitted dose curve; in most records, active means well fitted curve in the direction sought with a large enough effect; inconclusive means small, poorly fitted or top-dose-only effect, or another doubt; inactive means no such curve, though single readings can be large; an effect the other way counts as inactive or inconclusive. The list is partial. The share of hits here may be higher or lower than overall.
SMILES,Fluorescein fluor,TexasRed autofl,Caspase-7 inhib,ERK AVP block,Casp1 inh,HEK293 cAMP ctrl,Rhodamine autofl,Tau filament bind,A350 fluor,FLuc inh,4-MU autofl
O=S(=O)(O)c1cc(O)ccc1O,i,i,1%[25.7 µM],-7%[25.7 µM],-3%[25.7 µM],15%[25.6 µM],i,5%[25.6 µM],i,2%[25.5 µM],i
CC(C(=O)N1CCC2(CC1)OCCO2)C1Sc2ccccc2NC1=O (configuration not stated),?,i,6%,9%,-3%,-1%,i,-5%,i,0%,i
CN(C)C=C1C(=O)N(C2CCCCC2)C(=O)N(C2CCCCC2)C1=O,i,?,4%,1%,0%,9%,i,-6%,i,-3%,i
c1ccc2c(c1)CCNC2,nt,nt,-4%,-2%,-4%,16%,nt,0%,nt,nt,nt
OCCCCO,nt,nt,2%,-6%,-1%,10%,nt,-4%,nt,nt,nt
Cc1cc(N2C(=O)C3CCCN3C2c2sccc2C)no1 (configuration not stated),i,i,-1%,21%,-5%,8%,i,-1%,i,2%,i
CCOC(=O)C1C2NC(=O)N(Cc3ccccc3)C1(C)Oc1c(OC)cccc12 (configuration not stated),i,i,0%,49%[activator],-2%,13%,i,-9%,i,3%,i
Cc1ccc(N(C)C(=O)Oc2cccc3cccnc23)cc1,i,i,0%,-12%,0%,-3%,i,-9%,i,2%,i
CCc1cc2c(s1)NC(=O)CN=C2c1cccs1,i,i,-2%,-15%,0%,?,i,-15%,i,1%,i
c1ccc2[nH]c(CCNC3CCCCC3)nc2c1,i,i,0%,-23%,-1%,10%,i,-11%,i,-2%,i
COc1ccc2c(c1O)-c1cccc3c1[C@H](C2)N(C)CC3,?,?,2%,-3%,0%,13%,i,-10%,1.1e-08M*,3%,1.2e-08M*
CC(C)COC(=O)c1ccccc1C(=O)OCC(C)C,nt,nt,-1%,0%,-1%,?,nt,17%,nt,nt,nt
CC(C)C12CN3CCN(CC(C3)C1O)C2 (configuration not stated),i,i,-1%,-9%,0%,-3%,i,-2%,i,0%,i
COCC(C)OC(=O)c1c(N)n(Cc2ccco2)c2nc3ccccc3nc12 (configuration not stated),?,i,nt,nt,nt,nt,i,nt,3.9e-06M*,-1%[25.5 µM],3.4e-06M*
O=C(Cc1ccccc1)N1CCN(C/C=C/c2ccccc2)CC1,i,i,2%,22%,-1%,16%,i,8%,i,1%,i
O=c1[nH]c(=O)n(-c2cccc(Cl)c2)c(O)c1C=NCCN1CCCCC1,?,i,nt,nt,nt,nt,i,nt,i,3%[25.5 µM],i
COc1ccc(N2C(=O)CC(N3CC=C(c4ccccc4)CC3)C2=O)cc1 (configuration not stated),nt,nt,-4%,-24%,-6%,-2%,nt,-14%,nt,3%,nt
CC1CN=C(Nc2ccc(N(C)C)cc2)S1 (configuration not stated),i,i,nt,nt,nt,nt,i,nt,i,-8%[25.5 µM],i
CN1C[C@@H](CS(=O)(=O)N(C)C)C[C@H]2c3cccc4c3c(cn4C)C[C@@H]21,1.9e-08M*,?,-1%,-8%,1%,11%,i,10%,1.1e-08M*,2%,1.3e-08M*
Cc1cc(C)c(C(=O)CN2CCOCC2)c(C)c1,?,?,-1%,31%[activator],-2%,1%,i,-7%,i,4%,i
CCOc1ccc(Br)c(C2(O)CC(C)N(C)CC2C)c1 (configuration not stated),i,?,-1%,-9%,-3%,-1%,i,9%,i,25µM*,i
CCn1c(=O)cc(OCC(=O)N2CCN(Cc3ccc4c(c3)OCO4)CC2)c2ccccc21,i,i,0%,2%,1%,2%,i,1%,i,-2%,i
O=C(CN1CC(c2ccccc2)CC1=O)Nc1ccc(F)cc1 (configuration not stated),nt,nt,0%,-17%,2%,2%,nt,0%,nt,0%,nt
CCOC(=O)CC(SP(=S)(OC)OC)C(=O)OCC (configuration not stated),nt,nt,-1%,-18%,1%,?,nt,-3%,nt,nt,nt
O=C(CCCOc1ccc(Cl)cc1Cl)N1CCC2(CC1)OCCO2,i,i,-3%,-29%,-2%,14%,i,-4%,?,-2%,i
CSc1nnc([C@@H](N)Cc2ccccc2)o1,?,i,-1%,?,-1%,7%,i,-4%,i,-1%,i
CCC(=Nc1ccc(OC)cc1OC)c1c(O)n(C2CCCCC2)c(=O)[nH]c1=O,?,?,-13%,-28%,-7%,?,i,10µM*,i,1%,i
CN1C(=O)C(Cc2ccc3c(c2)OCO3)C(=O)N(C)C1=O,nt,nt,0%,-21%,-1%,-2%,nt,13%,nt,0%,nt
c1cncc(C2CCCCN2Cc2ccc3c(c2)OCO3)c1 (configuration not stated),nt,nt,0%,-29%,-1%,4%,nt,-8%,nt,-9%,nt
CCCN1CCc2cccc3c2[C@@H]1Cc1ccc(O)c(O)c1-3,?,i,-2%,-4%,-2%,-2%,i,-17%,1.7e-08M*,-11%,1.9e-08M*
Cn1cnc(CCN)c1,?,i,1%,-1%,0%,6%,i,0%,i,-2%,i
CCN(CC)CCCN=C(C)c1c(O)n(-c2ccccc2)c(=O)[nH]c1=O,i,?,0%,-10%,0%,6%,i,9%,i,2%,i
O=c1[nH]c(=O)n(Cc2ccco2)c(O)c1C=NC1CC1,i,i,-1%,-12%,-1%,8%,i,18%,?,-2%,?
N#Cc1ccc(N2CCNCC2)c(F)c1,i,i,2%,3%,-1%,9%,i,4%,i,2%,i
c1ccc(N2CCCC3(CCNCC3)C2)nc1,i,i,0%,-20%,-2%,16µM*,i,-1%,i,2%[11.4 µM],i
CC(C)c1c(CN(C)[C@@H](C)Cc2ccccc2)n(C)n(-c2ccccc2)c1=O,?,i,1%[25.7 µM],16%[25.7 µM],0%[25.7 µM],21%[25.6 µM],i,11%[25.6 µM],i,1%[25.5 µM],i

# Reprinted at random: three compounds from above
SMILES,Fluorescein fluor,TexasRed autofl,Caspase-7 inhib,ERK AVP block,Casp1 inh,HEK293 cAMP ctrl,Rhodamine autofl,Tau filament bind,A350 fluor,FLuc inh,4-MU autofl
O=c1[nH]c(=O)n(Cc2ccco2)c(O)c1C=NC1CC1,i,i,-1%,-12%,-1%,8%,i,18%,?,-2%,?
CCC(=Nc1ccc(OC)cc1OC)c1c(O)n(C2CCCCC2)c(=O)[nH]c1=O,?,?,-13%,-28%,-7%,?,i,10µM*,i,1%,i
CC(C)c1c(CN(C)[C@@H](C)Cc2ccccc2)n(C)n(-c2ccccc2)c1=O,?,i,1%[25.7 µM],16%[25.7 µM],0%[25.7 µM],21%[25.6 µM],i,11%[25.6 µM],i,1%[25.5 µM],i

# (cont.)
SMILES,Fluorescein fluor,TexasRed autofl,Caspase-7 inhib,ERK AVP block,Casp1 inh,HEK293 cAMP ctrl,Rhodamine autofl,Tau filament bind,A350 fluor,FLuc inh,4-MU autofl
Clc1ccc([C@@H]2C[C@H]3CC[C@@H]2N3)cn1,nt,nt,-2%,-3%,-1%,6%,nt,?,nt,1%,nt
O=c1cccc2n1CC1CC2CN(C(c2cccc(F)c2)c2sc3ncnn3c2O)C1 (configuration not stated),nt,nt,4%,nt,0%,1%,nt,10%,nt,-1%,nt
CCCCCc1cc(O)cc(O)c1,nt,nt,0%,-5%,-2%,-3%,nt,5%,nt,nt,nt
CC(=O)c1cccc(NC2=NCC(C)S2)c1 (configuration not stated),nt,nt,-1%,1%,-2%,9%,nt,-22%,nt,0%,nt
O=C(C1CCCN(c2nnc(-n3cccc3)s2)C1)N1CCC2(CC1)OCCO2 (configuration not stated),i,?,-1%,?,3%,16%,i,-6%,i,-1%,i
Cn1c(=O)oc2cc(S(=O)(=O)N3CCC(C(=O)N4CC=C(c5ccccc5)CC4)CC3)ccc21,nt,nt,-1%,13%,-6%,?,nt,47%,nt,1%,nt
CCC(=NCC1CCCO1)c1c(O)n(-c2ccc(Cl)cc2)c(=O)[nH]c1=O (configuration not stated),i,i,-2%,-23%,-2%,3%,i,2%,?,1%,?
O=S(=O)(c1ccccc1)N1CN2CCN(C2)C1,?,i,7%,15%,-1%,-1%,i,3%,?,-1%,i
Fc1ccc2c(c1)nnn2C1CCN(Cc2nnnn2C2CCCCC2)CC1,i,i,-2%,-5%,-2%,3%,i,10%,i,0%,i
Cc1ccc(Cn2nnnc2CN2CCC(n3nnc4cc(C(F)(F)F)ccc43)CC2)cc1,i,i,-3%,44%[activator],-3%,8%,i,18%,i,-1%,i
C[C@@]12CC[C@H](O)C[C@@H]1CC[C@H]1[C@H]2CC[C@@]2(C)[C@@H](C3=CC(=O)OC3)CC[C@]12O,?,i,0%[25.7 µM],3%[25.7 µM],3%[25.7 µM],17%[25.6 µM],i,0%[25.6 µM],i,3%[25.5 µM],i
CCCCC(=O)C1C(=O)NC(=O)NC1=O,i,?,-1%,3%,0%,1%,i,-4%,i,-1%,i
Nc1cccc2ccccc12,nt,nt,0%,1%,0%,?,nt,-29%,nt,nt,nt
CC1CCN(c2nc(-c3ccc(F)cc3)cc(C(F)(F)F)n2)CC1,i,i,-2%,37%[activator],-3%,2%,i,-4%,5e-08M*,1%,5.1e-08M*
O=C(Nc1ccncc1)c1c(O)c2ccccc2n(Cc2ccccc2)c1=O,i,i,nt,nt,nt,nt,i,nt,i,2%[25.5 µM],i
CN(C(=O)Cc1ccc(Cl)c(Cl)c1)[C@H](CN1CCCC1)c1ccccc1,nt,nt,0%,50%[activator],2%,32µM*,nt,-30%,nt,0%,nt

# Screens from PubChem BioAssay.
